High-throughput results from PubChem.
HGIII-sPLA2 inh – Inhibits HGIII-sPLA2 liposome hydrolysis, primary screen; Q9NZ20; QFRET BODIPY PC-A2 liposome hydrolysis, fluorescence; inhibition, % at 12.2 µM; 370,000 compounds, 0.56% hits;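 active = inhibition above mean plus 3 SD of compounds lying within the high and low control bounds, cut at about 19% in these data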;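 note: 0% = median of test compound wells and 100% = no enzyme DMSO wells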
ADAM10 inh – ADAM10 inhibition, QFRET primary screen; O14672; recombinant ADAM10, EDANS/DABCYL FRET peptide cleavage, 3 h; inhibition, % at 7 µM; 370,000 compounds, 0.62% hits; AID 720582;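 active = inhibition above a per-campaign cutoff equal to the mean of compounds falling between control-based bounds plus 3 SD, cut at about 20% in these data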;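 note: 0% = DMSO wells while the 100% control is not disclosed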
ASAP1 inh – inhibitors of human ASAP1 ArfGAP activity; Q9ULH1; ASAP1-stimulated ARF1 GTP hydrolysis, GDP FP detection; inhibition, % at 16.5 µM; 360,000 compounds, 0.19% hits; AID 624377; in the data active = inhibition above about 25%;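 note: 0% = vehicle with enzyme and substrate and 100% = no enzyme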
proKLK7 act – proKLK7 (human) activation, primary screen; purified proKLK7, EDANS-DABCYL substrate fluorescence; 100% is mature enzyme control, 0% vehicle; 370,000 compounds, 0.9% hits; P49862; activation, % at 7 µM;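 active = activation above the mean of all tested compounds plus 3 SD, computed per campaign excluding outliers beyond control limits, cut at about 13% in these data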
Target sequence (P49862 whole entry, looked up): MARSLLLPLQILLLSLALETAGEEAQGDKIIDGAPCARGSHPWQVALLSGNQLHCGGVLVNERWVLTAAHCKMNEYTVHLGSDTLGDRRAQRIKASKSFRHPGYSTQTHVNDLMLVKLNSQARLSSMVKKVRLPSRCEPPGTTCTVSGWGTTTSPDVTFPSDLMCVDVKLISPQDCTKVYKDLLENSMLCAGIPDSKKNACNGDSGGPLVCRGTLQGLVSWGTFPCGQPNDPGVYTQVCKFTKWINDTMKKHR
NPR2 activator – GC-B (human) receptor activation. P20594. HEK293-GC-B cells, CNP EC30, cGMP TR-FRET; 0% at EC30 CNP, 100% saturating CNP. activation, % at 10 µM. 370,000 compounds, 0.11% hits. AID 1920062;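 active = activation at 10 µM reaching about 35% in either raw or pattern-adjusted values, limit read from the data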
ARFGAP1 inhibitor – inhibitors of rat ARFGAP1 | 360,000 compounds, 0.26% hits | Arfgap1-stimulated ARF1 GTP hydrolysis, GDP FP detection | inhibition, % at 16.5 µM;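 active = inhibition above a per-plate limit, mean inhibition of low control wells plus 3 SD, cut at about 25% in these data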;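 note: 0% = DMSO wells with enzyme and 100% = wells lacking Arfgap1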
Target sequence (Q62848 1-136 limits assumed): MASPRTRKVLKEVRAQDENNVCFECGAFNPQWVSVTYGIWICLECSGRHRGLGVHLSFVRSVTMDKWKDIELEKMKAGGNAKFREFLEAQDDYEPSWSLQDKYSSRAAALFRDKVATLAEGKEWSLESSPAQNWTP
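system = rat Arfgap1 catalytic domain, aa 1-136 | technique = FP, GDP Alexa 633 tracer displaced from anti-GDP antibody, 620/688 nm | compound = one concentration, 16.5 µM, DMSO 1.26% | medium = HEPES-based buffer, pH 7.5 | timing = compound-enzyme preincubation 20 min, reaction 120 min, detection 60 min, 25 °C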
FXN GAA850 act – increases GAA850 frataxin promoter reporter activity; activation, % at 6 µM; 360,000 compounds, 0.56% hits; HEK293 lucGAA850 FXN promoter luciferase reporter, 24 h; percent of 10 µM SAHA response;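 active = activation above the average of all compounds screened plus 3 SD, cutoff fixed separately per campaign, cut at about 7.5% in these data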;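 note: 0% = DMSO wells and 100% = 10 µM SAHA wells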
Tn6 DDE FP – inhibitors of Tn6 peptide binding to human fibrin DD(E); P02675; Fibrin DD(E) TRITC-Tn6 fluorescence polarization displacement; inhibition, % at 8.3 µM; 370,000 compounds, 0.21% hits;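 active = inhibition above a per-campaign cutoff: mean of compounds within control limits plus 3 SD, cut at about 15% in these data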;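 note: 0% = median of all compound wells on the plate and 100% = blocking peptide control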
Target sequence (P02675 whole entry, looked up): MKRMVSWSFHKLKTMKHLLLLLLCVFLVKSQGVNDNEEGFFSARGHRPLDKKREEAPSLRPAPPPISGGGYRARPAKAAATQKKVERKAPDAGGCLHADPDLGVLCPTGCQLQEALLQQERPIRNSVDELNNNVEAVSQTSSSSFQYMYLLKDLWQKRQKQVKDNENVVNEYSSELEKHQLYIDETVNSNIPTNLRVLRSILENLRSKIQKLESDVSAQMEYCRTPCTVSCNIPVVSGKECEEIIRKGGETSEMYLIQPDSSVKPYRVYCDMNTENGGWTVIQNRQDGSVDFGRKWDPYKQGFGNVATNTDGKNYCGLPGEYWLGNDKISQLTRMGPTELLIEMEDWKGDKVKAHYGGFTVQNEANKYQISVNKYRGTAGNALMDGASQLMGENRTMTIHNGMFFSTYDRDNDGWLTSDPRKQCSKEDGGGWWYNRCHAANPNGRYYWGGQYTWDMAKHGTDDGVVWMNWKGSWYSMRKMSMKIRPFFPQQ
rCAG RNA binder – molecules binding r(CAG) RNA repeats. inhibition, % at 3 µM. 370,000 compounds, 1.3% hits. r(CAG) RNA repeat, TO-PRO-1 dye displacement fluorescence;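 active = inhibition above the plate cutoff, the mean of all test compounds on that plate plus 3 SD, cut at about 35% in these data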;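 note: 0% = DMSO alone and 100% = 100 µM mitoxantrone as full dye displacement; higher means more dye released from RNA so lower well fluorescence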
NPR1 activator – GC-A (human) enzyme activation; HEK293 GC-A cells, cGMP TR-FRET, EC30 ANP; 0% at EC30 ANP, 100% saturating ANP; 370,000 compounds, 0.14% hits; activation, % at 10 µM; P16066; AID 1671463; in the data active = activation above about 40%
* marks the source's active call; other numbers are inactive results; . = not tested or not shown.

Fields: HGIII-sPLA2 inh, ADAM10 inh, ASAP1 inh, proKLK7 act, NPR2 activator, ARFGAP1 inhibitor, FXN GAA850 act, Tn6 DDE FP, rCAG RNA binder, NPR1 activator
> O=C1NC[C@H](CCCCN2C[C@H](Cc3ccccc3)N(CCC3CCCCC3)C(=O)C2=O)N(CCC2CCCCC2)C1=O
→ 3, 3, -6, -0.1, -4, 2, ., 6, 5, 1
> COc1ccc(C)cc1NC(=O)Nn1cnnc1
→ 9, 0, 5, -0.8, 4, 9, 1.1, -6, 1, 3
> CCOC(=O)[C@H]1[C@H]2COc3ccccc3[C@@H]2N2C(=O)c3cc(OC)c(OC)cc3NC(=O)[C@@]12C
→ -5, 2, -7, 0.2, 3, -4, -0.4, -2, 0, 1
> C[C@@H]1CN([C@@H](C)CO)C(=O)CCCn2cc(nn2)CO[C@H]1CN(C)C(=O)Nc1ccccc1
→ 3, -12, -11, -0.3, 3, 0, ., 3, -1, 3
> O=C(O)c1ccnc(C(=O)O)c1
→ 0, 1, -5, 0.2, 3, 4, 4.2, 0, 2, 1
> O=C(O)C=Cc1c[nH]c2nccnc12
→ 16, -15, 7, -0.3, 2, 3, -0.8, -6, 0, 4
> O=C(Cn1nc(-c2ccccc2F)ccc1=O)Nc1ccc(S(=O)(=O)N2CCCCCC2)cc1
→ -12, 6, -1, 0.5, -1, -2, 2.6, -12, 10, 4
> O=C1OCC/C1=C1/NCCNC1=O
→ -1, -34, 14, -1.2, 4, 3, 0.8, 0, 2, -1
> O=C(CN1C(=O)CCSc2ccccc21)Nc1ccccc1
→ 0, 0, -13, 0.5, -6, -1, -0.5, 1, 2, -5
> Cc1csc(NC(=O)Nc2ccccc2[N+](=O)[O-])n1
→ -4, -2, 3, 0.1, 0, -14, 5.4, -10, -1, 1
> COc1ccccc1CN(Cc1nc2ccccc2c(=O)[nH]1)C(=O)Nc1ccccc1
→ -6, 10, 9, -0.2, -7, 2, -2.0, 4, -4, -2
> CCOc1ccc2nc(N3C(=O)/C(=C/c4ccccc4)NC3=S)sc2c1
→ -6, 2, 1, 0.5, -2, 0, 2.2, 8, 5, -4
> CN(C(=O)COC(=O)c1n[nH]c2ccccc12)c1ccccc1
→ -10, -11, -1, 0.8, 0, 1, 1.4, 0, -3, -1
> CC(=O)NNC(=O)c1nc(-c2ccccc2)c(C)o1
→ -2, 0, 3, 0.4, 4, 15, 0.5, -5, 0, 1
> CCOC(=O)COc1ccc(S(=O)(=O)Nc2ccc3c(c2)OCCO3)cc1
→ -9, -6, 5, 0.6, 4, -3, -2.6, 9, -3, 0
> Cc1cccc(/C=N/NC(=O)c2cccc(NC(=O)c3ccccc3)c2)n1
→ -6, 6, -10, 0.0, 3, 4, 1.2, -3, -1, -4
> COc1ccc(C(=O)OCC(=O)NCCCc2ccccc2)cc1[N+](=O)[O-]
→ 3, 3, 0, -0.1, 0, -2, 2.1, 2, -6, -2
> c1ccc(Cn2cc(CCOCc3ccccn3)c3ccccc32)cc1
→ -36, -10, -5, 0.1, -3, 3, ., 2, 7, -1
> C=C[C@H](CC(C)C)N(Cc1ccccc1)S(=O)(=O)N(Cc1ccc(OC)cc1)[C@H](C=C)CC(C)C
→ 7, 1, 9, -0.1, 1, 4, -0.8, -8, 5, 2
> Cc1cc(C)c(CN2CCC(CO)(CCOc3ccccc3)CC2)cc1C
→ -12, 8, 5, 0.1, -12, 5, -3.5, -2, -6, -10

Quoted from the listing:
CC(=O)NNC(=O)c1nc(-c2ccccc2)c(C)o1 in HGIII-sPLA2 inh is listed with -2
O=C(Cn1nc(-c2ccccc2F)ccc1=O)Nc1ccc(S(=O)(=O)N2CCCCCC2)cc1 in ADAM10 inh is listed with 6
COc1ccc(C(=O)OCC(=O)NCCCc2ccccc2)cc1[N+](=O)[O-] in proKLK7 act is listed with -0.1
Cc1cc(C)c(CN2CCC(CO)(CCOc3ccccc3)CC2)cc1C in NPR1 activator is listed with -10
Cc1csc(NC(=O)Nc2ccccc2[N+](=O)[O-])n1 in FXN GAA850 act is listed with 5.4

The list continues.
Fields: HGIII-sPLA2 inh, ADAM10 inh, ASAP1 inh, proKLK7 act, NPR2 activator, ARFGAP1 inhibitor, FXN GAA850 act, Tn6 DDE FP, rCAG RNA binder, NPR1 activator
> COc1c(C)cc(C(=O)C2CCCN(Cc3cnc(N4CCOCC4)s3)C2)cc1C (stereo not given)
→ -9, -2, -4, -0.3, -6, 11, -1.2, 5, -7, -4
> CCCOc1ccc(Cc2c(Cl)nc(SC)nc2OC)cc1
→ -3, 5, 4, 0.2, 2, 10, 1.8, 5, -2, 0
> O=C(Oc1ccc(-c2nnco2)cc1)N1CCCCC1
→ 0, 8, -17, -0.2, -2, -9, 4.1, -5, -3, 8
> Cc1nnc(NC(=O)Nc2ccc(Cl)c(Cl)c2)s1
→ -4, -7, 7, -0.1, 7, 3, -0.3, -11, 42*, 15
> COc1ccc(S(=O)(=O)N2CCC(C(=O)Nc3ccc(S(=O)(=O)N4CCCC4)cc3)CC2)cc1OC
→ -28, 10, -2, -0.1, -1, 15, 2.1, -5, 14, 2
> Cc1cc(C)c(S(=O)(=O)N2CCCC(C(=O)NCCC3=CCCCC3)C2)c(C)c1 (stereo not given)
→ 2, -2, -6, -0.4, 2, 7, -0.5, -15, -3, -4
> COc1ccc(NC(=O)CSCC(=O)N(C)CCOc2ccc(Cl)cc2)cc1
→ -11, -2, -3, 0.2, -1, 10, -1.7, -2, -5, -3
> COc1cccc(CCNc2ccc(N3C(=O)CC(C)C3=O)cc2[N+](=O)[O-])c1 (stereo not given)
→ -5, 0, 10, -0.1, 6, 0, 0.8, 1, -4, 4
> CCn1c(SCC(=O)N/N=C/C=C\c2ccccc2[N+](=O)[O-])nc2ccccc21
→ -14, 6, -10, 0.5, -5, 4, -0.2, -1, 1, -3
> Cc1nn(C(C)(C)C)c(OC(=O)CC(C)C)c1S(=O)(=O)c1ccccc1
→ -1, 11, -7, -0.1, -2, 7, 0.0, 4, -9, -3
> COc1ccc(N=C2C(=O)Nc3ccc(C)c(Br)c32)cc1
→ 7, 1, -17, 0.0, -2, -2, 1.1, 5, 0, -3
> COc1c(C)cc(C(=O)C2CCCN(C(=O)C3=C(C)OCCO3)C2)cc1C (stereo not given)
→ -1, 6, 0, -0.1, -2, -3, -1.6, -6, -9, -7
> Cc1ccc(S(=O)(=O)N2C(=O)CCC2C(=O)N2CCN(C)CC2)cc1 (stereo not given)
→ -2, 8, -6, -0.6, 6, 10, -0.1, -3, 1, 5
> Cc1cc(C)n(CCSCC(=O)O)n1
→ -3, 3, -7, -0.3, 4, 7, 3.2, -7, 0, 2
> Cc1ccc(N2C(=O)Nc3ccccc3C2(O)C(=O)NCCCOC(C)C)cc1C (stereo not given)
→ -1, -2, 10, 0.2, 13, -8, -0.5, 6, 2, 3
> O=C1NC(=O)C(c2ccccc2)(c2ccc(Cl)cc2Cl)N1 (stereo not given)
→ -8, 0, -4, -0.4, -3, 4, -2.9, -3, 1, -11
> Cc1cc(=O)oc2cc(OCC(=O)Nc3ccc4[nH]c(=O)[nH]c4c3)ccc12
→ 1, -12, -5, 3.3, 0, 5, 1.2, -1, 5, 0
> CC(=O)Nc1cccc(C(=O)Nc2cccnc2)c1
→ 0, 0, -3, 0.0, 6, -8, 0.0, 2, 0, 0
> Cc1nc(N2CCC(C)CC2)c2c(C)c(C(=O)Nc3ccc4c(c3)OCCO4)sc2n1
→ 0, 4, 1, -1.6, 2, -4, 2.3, 6, 1, -3
> Cc1ccc(N(Cc2ccccc2)C(=O)c2ccc(F)c(S(=O)(=O)N3CCOCC3)c2)cc1
→ 11, -4, -1, 0.2, 4, 0, 0.1, 1, -1, -1

Continued:
Compound,HGIII-sPLA2 inh,ADAM10 inh,ASAP1 inh,proKLK7 act,NPR2 activator,ARFGAP1 inhibitor,FXN GAA850 act,Tn6 DDE FP,rCAG RNA binder,NPR1 activator
CCc1ccc(-c2ccc(C(=O)O)c(C)n2)cc1,16,-7,-5,0.3,4,1,0.5,3,-2,0
Cc1ccc(N(CC(=O)Nc2c(C)n(C)n(-c3ccccc3)c2=O)S(C)(=O)=O)cc1C,11,0,-9,-0.8,1,4,-0.1,7,-6,2
CCOC(=O)CNC(=O)C(NC(=O)C1CCC(C)CC1)C(C)CC (stereo not given),6,-4,11,0.1,9,-5,1.0,4,-6,5
O=C1CC(N2CCCCC2)C(=O)N1c1ccccc1 (stereo not given),4,-3,10,0.2,4,14,-2.1,2,3,0
C=CCNc1ncnc2c1ncn2[C@H]1CN(Cc2ccccc2)C[C@@H](COC(C)=O)O1,9,-17,-2,-0.8,0,0,-0.7,-3,1,6
O=C(CCN1C(=O)C2C3CCC(C3)C2C1=O)Nc1ccc([N+](=O)[O-])cc1 (stereo not given),-2,-5,14,-0.4,4,-2,-0.1,5,-1,1
CCNC(=O)CC1C(=O)N(CC)C(=S)N1NC(=O)c1ccccc1 (stereo not given),-22,-3,-7,-0.2,4,2,0.8,1,-3,1
COc1cc(OC)cc(C(=O)N[C@H](C(=O)Nc2cc(C)cc(C)c2)C(C)C)c1,3,-8,12,-0.3,-1,0,0.0,4,-3,3

Two consecutive records already listed, quoted:
Compound,HGIII-sPLA2 inh,ADAM10 inh,ASAP1 inh,proKLK7 act,NPR2 activator,ARFGAP1 inhibitor,FXN GAA850 act,Tn6 DDE FP,rCAG RNA binder,NPR1 activator
CCc1ccc(-c2ccc(C(=O)O)c(C)n2)cc1,16,-7,-5,0.3,4,1,0.5,3,-2,0
Cc1ccc(N(CC(=O)Nc2c(C)n(C)n(-c3ccccc3)c2=O)S(C)(=O)=O)cc1C,11,0,-9,-0.8,1,4,-0.1,7,-6,2

Random draw from the library. About 4.5% of those tested had a hit in this group.
